AI-2 QS modul = modulators of Vibrio harveyi AI-2 quorum sensing system; Vibrio harveyi JMH597 AI-2 luminescence/OD600 ratio, 9 h; active compounds read low; strain lacks LuxN and CqsS sensors; 0 = neutral-control median; activity change, % at 7.5 µM; actives 0.4% (n = 300,000); AID 2094; in the data active = activity change below about -75%, passing the limit was not always enough;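 note: luminescence divided by OD600 gain over 9 h not by final OD600 alone; inactives centre near 13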
TRPC6 inh = inhibitors of mouse TRPC6 channel | HEK293-TRPC6, membrane potential dye, ACh-evoked depolarization; active compounds read low | B-score at 10 µM | actives 1.1% (n = 310,000) | AID 2553;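 active = B-score under library mean minus 3 SD, initial fluorescence not abnormally high, positive integrated signal ratio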;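 note: B-score derived from integrated fluorescence ratio over the kinetic read; more negative B-score means stronger inhibition of depolarization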
TRPC4 agonist = activators of mouse TRPC4 channel; actives 0.49% (n = 310,000); B-score at 10 µM; HEK293 TRPC4beta/mu-opioid, Fluo4 calcium fluorescence; active compounds read high; Q9QUQ5;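 active = B-score above 5 SD of library B-scores, and initial fluorescence ratio not above library mean plus 5 SD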;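 note: positive B-score marks a calcium rise read as TRPC4 activation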
Target sequence (Q9QUQ5 whole entry, looked up): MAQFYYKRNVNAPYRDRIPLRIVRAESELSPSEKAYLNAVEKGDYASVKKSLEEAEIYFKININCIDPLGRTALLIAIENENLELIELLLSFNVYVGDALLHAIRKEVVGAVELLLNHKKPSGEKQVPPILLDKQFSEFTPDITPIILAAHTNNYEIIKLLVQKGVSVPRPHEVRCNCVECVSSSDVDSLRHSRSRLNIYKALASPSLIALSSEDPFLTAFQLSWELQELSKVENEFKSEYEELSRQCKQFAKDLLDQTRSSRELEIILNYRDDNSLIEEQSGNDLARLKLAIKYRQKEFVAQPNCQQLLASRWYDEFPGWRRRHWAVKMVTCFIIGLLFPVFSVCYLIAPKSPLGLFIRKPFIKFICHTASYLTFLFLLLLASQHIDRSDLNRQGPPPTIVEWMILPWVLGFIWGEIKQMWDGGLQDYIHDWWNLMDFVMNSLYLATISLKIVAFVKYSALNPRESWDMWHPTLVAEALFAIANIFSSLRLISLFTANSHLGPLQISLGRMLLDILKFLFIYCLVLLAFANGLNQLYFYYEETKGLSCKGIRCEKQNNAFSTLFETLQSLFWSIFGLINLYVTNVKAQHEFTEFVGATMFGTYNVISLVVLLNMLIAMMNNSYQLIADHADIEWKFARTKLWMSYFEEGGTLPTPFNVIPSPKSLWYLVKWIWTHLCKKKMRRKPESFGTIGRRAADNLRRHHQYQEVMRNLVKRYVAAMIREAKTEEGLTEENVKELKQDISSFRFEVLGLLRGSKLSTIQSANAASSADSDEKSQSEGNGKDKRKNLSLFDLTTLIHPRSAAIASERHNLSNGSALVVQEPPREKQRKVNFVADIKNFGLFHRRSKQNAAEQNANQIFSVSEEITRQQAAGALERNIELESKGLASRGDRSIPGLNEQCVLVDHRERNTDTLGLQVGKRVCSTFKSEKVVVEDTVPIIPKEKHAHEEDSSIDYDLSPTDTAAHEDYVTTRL
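Material: HEK293 stable line with TRPC4beta plus mu-opioid receptor; technique: Fluo4 calcium-sensitive dye fluorescence, kinetic, 1 Hz baseline; timing: Fluo4 dye loading 45 min at room temperature, 110 s recording; controls: assay buffer as low control, maximal DAMGO as high control; read-out: integrated baseline-normalised fluorescence ratio, converted to per-well B score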
MrgX1 PAM = allosterically activates human MrgX1 receptor signaling | MrgX1-HEK293, Fluo-4 calcium flux, FDSS; active compounds read high | Q96LB2 | actives 0.63% (n = 310,000) | B-score at 10 µM;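 active = plate-corrected calcium response at least 3 library SD above typical, normal starting fluorescence, not activating the receptor alone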;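 note: compound read alongside a low EC10 to EC30 dose of BAM8-22 agonist; peak minus trough fluorescence over baseline measured at the second addition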
TRPC6 activator = activates the mouse TRPC6 cation channel; Q61143; HEK293-TRPC6 membrane potential dye fluorescence; active compounds read high; B-score at 10 µM; actives 0.13% (n = 310,000);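 active = B-score of the integrated fluorescence ratio above library mean plus 3 SD, and starting fluorescence ratio within library mean plus 5 SD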;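 note: higher score means more depolarization so channel activation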
HIF act = HIF pathway transcriptional activation | actives 0.32% (n = 300,000) | activation, % at 7.5 µM (by protocol) | AID 1910 | U2OS HRE-luciferase reporter, luminescence; normalized: DMSO 0%, desferrioxamine 100%;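 active = mean activation of at least 10% of the iron chelator positive control signal, with at least half of replicates also reaching 10%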
TRPC4 inh = blocks the mouse TRPC4 cation channel. HEK293 TRPC4beta/mu-opioid, DAMGO-evoked Fluo4 calcium flux; active compounds read low. actives 0.39% (n = 300,000). B-score at 10 µM. AID 2247. Q9QUQ5;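 active = B-score over 3 SD under the library average, no early fluorescence shift, positive overall ratio signal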
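test system = HEK293 cells with stable TRPC4beta plus mu-opioid receptor expression | detection = Fluo4 Ca2+ flux fluorescence | read-out = integrated fluorescence ratio relative to baseline, converted to per-well B score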
MrgX1 agonist = activates human MrgX1 receptor signaling. Q96LB2. MrgX1-HEK293 cells, Fluo-4 calcium fluorescence, agonist mode; active compounds read high. B-score at 10 µM. actives 0.44% (n = 310,000). AID 588627;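 active = calcium response B-score plate-corrected fluorescence ratio at least 3 library SD, with starting fluorescence B-score inside 5 SD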
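Material: MrgX1-expressing HEK293 cells; input: 15,000 cells per well; doses: test compound given as first of three sequential additions; schedule: overnight plating before 1 h dye loading; technique: Fluo-4 NW calcium-flux fluorescence, kinetic read; evaluation: baseline-normalised fluorescence change ratio, B-scored; control set: plate-wise positive and negative controls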
MrgX1 antag = antagonists of human MrgX1 receptor. Q96LB2. MRGX1-HEK293 calcium flux, Fluo-4, BAM8-22 antagonism; active compounds read low. B-score at 10 µM. actives 1.3% (n = 310,000). AID 588676;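 active = calcium-response B-score plate-corrected more than 3 library SD below zero, starting fluorescence within 5 deviations, no agonist response on first addition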;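 note: peak minus trough fluorescence over baseline after final BAM8-22 challenge near maximal dose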
PolyA inhibitor = blocks polyadenylation in yeast reporter cells; actives 0.02% (n = 300,000); calls only at 12 µM; S. cerevisiae SKY197-pL101 polyadenylation reporter, beta-gal luminescence; efflux-impaired pdr1/pdr3 knockout yeast; score 100 = 6 SD above DMSO;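 active = lowest replicate activity score at least 50, where 100 means six control SD above control mean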;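 note: yeast exposed to compound for 9 h at 30 °C; higher score means more reporter readthrough which indicates perturbed polyadenylation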
TRPC4 PAM = allosteric potentiators of mouse TRPC4 channel; AID 2227; actives 0.42% (n = 310,000); HEK293 TRPC4beta/mu-opioid, DAMGO EC20, Fluo-4 Ca2+ flux; active compounds read high; B-score at 10 µM;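 active = B-score of calcium response area above 5 SD of library B-scores, with initial fluorescence ratio within 5 SD of library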;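 note: B-score of integrated fluorescence ratio over time as area under calcium response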
The depositor's hits bear a star; i = inactive; . = not tested or not shown.

SMILES	AI-2 QS modul	TRPC6 inh	TRPC4 agonist	MrgX1 PAM	TRPC6 activator	HIF act	TRPC4 inh	MrgX1 agonist	MrgX1 antag	PolyA inhibitor	TRPC4 PAM
COc1ccc(N(CC(=O)NCC2CCCO2)S(=O)(=O)c2c(C)noc2C)cc1 (stereo unspecified)	13.5	i	i	i	i	-0.1	i	i	i	i	i
c1ccn2cc(CSc3nnc4ccccn34)nc2c1	8.1	i	i	i	i	2.0	i	i	i	i	i
CCOc1cccc2cc(-c3csc(NC(=O)CCC(=O)NCCN4CCCCC4C)n3)c(=O)oc12 (stereo unspecified)	15.8	i	i	i	i	-0.2	i	i	i	i	i
COc1ccc(CC(=O)NCc2ccccn2)cc1OC	2.1	i	i	i	i	-0.3	i	i	i	i	i
Cc1cc(C)nc(N2CCC(C(=O)NC3CC3)CC2)n1	4.8	i	i	i	i	0.2	i	i	i	i	i
C=CCONC(=O)c1cc(OCC(F)(F)F)ccc1OCC(F)(F)F	27.5	i	i	i	i	-0.2	i	i	i	i	i
Cc1nnc(N(C)C(=O)c2ccncc2)s1	8.0	i	i	i	i	0.7	i	i	i	i	i
COc1ccc(S(=O)(=O)Cc2ccc(C(=O)NC(C)C)o2)cc1	23.4	i	i	i	i	0.2	i	i	i	i	i
N#Cc1nc(COc2ccccc2Cl)oc1N1CCCCCC1	18.0	i	i	.	i	0.0	i	.	.	i	i
CCc1nnc(NC(=O)c2ccc3ncsc3c2)s1	-3.0	i	i	i	i	1.8	i	i	i	i	i
Cc1ccc(SCc2cn3c(C)cc(C)nc3n2)cc1	34.7	i	i	i	i	1.5	i	i	i	i	i
COC(=O)N/N=C/c1ccc(/C=N/NC(=O)OC)cc1	13.6	i	i	i	i	-0.4	i	i	i	i	i
Cc1ccc(C(=O)N/N=C\c2cc3c(cc2Br)OCO3)s1	24.5	i	i	i	i	-0.2	i	i	i	i	i
Cn1c(=O)[nH]c(=O)c2[nH]c(CN3CCN(Cc4ccccc4)CC3)nc21	-0.9	i	i	i	i	-0.2	i	i	i	i	i
COc1ccc(C2=C(C=C(C#N)C#N)C(c3ccccc3C)c3ccccc3O2)cc1OC (stereo unspecified)	25.2	i	i	i	i	-1.9	i	i	i	i	i
O=c1[nH]cnc2scc(-c3ccccc3)c12	12.9	i	i	i	i	-0.1	i	i	i	i	i
Cc1csc(NC(=O)CSc2nnc(C)c(=O)n2N)n1	14.0	i	i	i	i	0.0	i	i	i	i	i
COc1ccc(NC(=O)c2ccc(OCc3c(C)noc3C)c(OC)c2)cn1	14.1	i	i	i	i	-0.3	i	i	i	i	i
COc1cccc(C(c2nnnn2CCc2ccccc2)N2CCN(c3ccccc3)CC2)c1OC (stereo unspecified)	3.0	i	i	i	i	0.0	i	i	i	i	i
Cc1cc(C)n(CC(=O)N/N=C/c2cc([N+](=O)[O-])ccc2O)n1	22.6	i	i	i	i	-1.0	i	i	i	i	i
CN1CCN(C(=O)CSc2nnc(COc3ccccc3)o2)CC1	1.0	i	i	i	i	0.6	i	i	i	i	i
CCCCN(C(C)=O)C1CC(=O)N(c2ccc(OCCC)cc2)C1=O (stereo unspecified)	10.0	i	i	i	i	-0.6	i	i	i	i	i
Cc1cc(C)c(C#N)c(OCC(=O)c2ccc(Br)cc2)n1	2.7	i	i	i	i	-0.5	i	i	i	i	i
Cc1cccc(CN2CCN(CC(=O)NCCCN3CCCC3=O)C2=O)c1	1.2	i	i	i	i	-0.1	i	i	i	i	i
O=c1c2[nH]cnc2n(-c2ccccc2)c(=O)n1Cc1ccccc1	7.3	i	i	i	i	-8.6	i	i	i	i	i
Next part
SMILES	AI-2 QS modul	TRPC6 inh	TRPC4 agonist	MrgX1 PAM	TRPC6 activator	HIF act	TRPC4 inh	MrgX1 agonist	MrgX1 antag	PolyA inhibitor	TRPC4 PAM
COc1cc2c(cc1OC)C1(Nc3c-2c(-c2ccccc2)nn3-c2ccccc2)C(=O)Nc2ccccc21 (stereo unspecified)	43.4	i	i	i	i	0.0	i	i	i	i	i
C=CCn1c(COc2cccc(C)c2)nnc1SCC(=O)NC(=O)NCc1ccco1	36.8	i	i	i	i	-0.3	i	i	i	i	i
Cc1csc2c(=O)sc(NC(=O)c3ccco3)nc12	15.5	i	i	i	i	0.5	i	i	i	i	i
CN(C)/C=C/C(=O)c1ccc(Cl)cc1	-5.2	i	i	i	i	0.3	i	i	i	i	i
CCC(c1nnc(SCC(=O)NNC(=O)c2ccccc2)n1Cc1ccccc1)N(C)C (stereo unspecified)	11.6	i	i	i	i	-0.5	i	i	i	i	i
COc1cc2ccccc2cc1C(=O)Nc1ccc2oc(=O)ccc2c1	9.4	i	i	i	i	-15.7	i	i	i	i	i
COc1ccc(S(=O)(=O)N2CN(Cc3ccco3)c3nc4ccccc4nc32)cc1	-6.3	i	i	i	i	1.4	i	i	i	i	i
Cc1ccc(S(=O)(=O)CC(=O)Nc2ncc([N+](=O)[O-])s2)cc1	25.4	i	i	i	i	0.2	i	i	i	i	i
N#Cc1nc(-c2cccs2)oc1N1CCN(Cc2ccccc2)CC1	20.5	i	i	i	i	.	i	i	i	i	i
CC(C)C(c1nnnn1Cc1ccc(F)cc1)N1CCN(Cc2ccc3c(c2)OCO3)CC1 (stereo unspecified)	30.6	i	i	i	i	-0.7	i	i	i	i	i
CCOc1cc2c(cc1OCC)C(c1ccccc1OC)OC(=O)C2 (stereo unspecified)	36.8	i	i	i	i	0.2	i	i	i	i	i
Cc1ccc(S(=O)(=O)NNC(=O)C2CCN(S(=O)(=O)c3ccc(C)cc3)CC2)cc1	21.9	i	i	i	i	-0.1	i	i	i	i	i
CN(C)S(=O)(=O)c1ccc(Cl)c(C(=O)Nc2nc3ccccc3[nH]2)c1	4.9	i	i	i	i	-0.2	i	i	i	i	i
CC(C)CN1C(=O)C(=O)N(CC(=O)Nc2cc(Cl)ccc2Oc2ccccc2)C1=O	33.5	i	i	i	i	-0.3	i	i	i	i	i
CSc1ncccc1C(=O)NCC1CCCCC1	24.6	i	i	i	i	0.0	i	i	i	i	i
O=C(COc1ccc2c3c(c(=O)oc2c1)CCCC3)NCCCN1CCOCC1	-1.7	i	i	i	i	-0.4	i	i	i	i	i
CC(=O)N1N=C(c2cccs2)CC1c1ccc(Br)cc1 (stereo unspecified)	72.4	i	i	i	i	-13.9	i	i	i	i	i
CCN(CC)C(=O)CN1C(=O)C2(OCC(C)(c3ccccc3)CO2)c2ccccc21 (stereo unspecified)	16.0	i	i	i	i	0.0	i	i	i	i	i
Cc1c(C2Nc3ccccc3C(=O)N2O)cnn1C (stereo unspecified)	9.1	i	i	i	i	0.3	i	i	i	i	i
Cc1ccccc1NC1=C(Cl)C(=O)OC1OC(C)C (stereo unspecified)	2.7	i	i	i	i	0.4	i	i	i	i	i
CC(C)(C)NC(=S)N/N=C\c1ccc(-c2ccc([N+](=O)[O-])cc2)o1	30.3	i	i	i	17.6*	1.0	i	28.3*	i	i	16*
CC(NC(=O)Nc1ccc(F)cc1)c1ccc2c(c1)OCO2 (stereo unspecified)	-2.6	i	i	i	i	-0.6	i	i	i	i	i
CC(C)c1nc(SCC(=O)Nc2c[nH]c(=O)[nH]c2=O)c2cnn(-c3ccccc3)c2n1	26.8	i	i	i	i	-0.4	i	i	i	i	i
CCCc1cc(=O)oc2cc(C)cc(OC(C)C(=O)NCC3CCC(C(=O)O)CC3)c12 (stereo unspecified)	11.0	i	i	i	i	0.0	i	i	i	i	i
O=C(CCN1C(=O)C2C3C=CC(C3)C2C1=O)Oc1ccc2ccccc2c1 (stereo unspecified)	8.4	i	i	i	i	0.0	i	i	i	i	i

4 of the compounds above, with two lines to a compound:
Results follow in this order: AI-2 QS modul | TRPC6 inh | TRPC4 agonist | MrgX1 PAM | TRPC6 activator | HIF act | TRPC4 inh | MrgX1 agonist | MrgX1 antag | PolyA inhibitor | TRPC4 PAM
- COc1cc2ccccc2cc1C(=O)Nc1ccc2oc(=O)ccc2c1
  9.4 | i | i | i | i | -15.7 | i | i | i | i | i
- CCOc1cc2c(cc1OCC)C(c1ccccc1OC)OC(=O)C2 (stereo unspecified)
  36.8 | i | i | i | i | 0.2 | i | i | i | i | i
- CC(NC(=O)Nc1ccc(F)cc1)c1ccc2c(c1)OCO2 (stereo unspecified)
  -2.6 | i | i | i | i | -0.6 | i | i | i | i | i
- COc1cc2c(cc1OC)C1(Nc3c-2c(-c2ccccc2)nn3-c2ccccc2)C(=O)Nc2ccccc21 (stereo unspecified)
  43.4 | i | i | i | i | 0.0 | i | i | i | i | i

Next compounds follow.
SMILES	AI-2 QS modul	TRPC6 inh	TRPC4 agonist	MrgX1 PAM	TRPC6 activator	HIF act	TRPC4 inh	MrgX1 agonist	MrgX1 antag	PolyA inhibitor	TRPC4 PAM
CCC(C)(NC(=O)c1ccccn1)C(=O)NC1CCCCC1 (stereo unspecified)	16.5	i	i	i	i	0.3	i	i	i	i	i
C#CCn1c(=NC(=O)c2cccs2)sc2cccc(OCC)c21	10.1	i	i	i	i	0.1	i	i	i	i	i
COc1ccc(C2CC(=O)c3cnc(N)nc3C2)c(OC)c1 (stereo unspecified)	24.3	i	i	.	i	-0.3	i	.	.	i	i
CN(C)/C=N/S(=O)(=O)c1ccc(Cl)cc1	-0.3	i	i	i	i	-0.2	i	i	i	i	i
O=C(O)c1cccc2c1C(=O)N(Cc1ccncc1)C2	10.9	i	i	i	i	0.3	i	i	i	i	i
CCC(=O)Nc1ccc2c(c1)ncn2-c1ccccc1OC	8.0	i	i	i	i	-0.2	i	i	i	.	i
O=C(NCc1ccccc1)c1cccc(COc2ccc3c(c2)CCC3)c1	24.8	i	i	i	i	-0.3	i	i	i	i	i
Nc1nc(F)cc(NCc2ccccc2)n1	-4.9	i	i	i	i	-0.2	i	i	i	i	i
CCC(=O)N1CCN(c2ccc(NC(=S)NC(=O)c3cc4ccccc4o3)cc2)CC1	12.1	i	i	i	i	0.7	i	i	i	i	i
COc1cccc(NC(=O)C(=O)NCC2CCCN2S(=O)(=O)c2ccccc2)c1 (stereo unspecified)	10.4	i	i	i	i	-18.3	i	i	i	i	i
O=C(Nc1ccno1)Nc1ccc(Cl)cc1Cl	-4.2	i	i	i	i	.	i	i	i	i	i
Cn1c(CSc2ccccc2)c(C#N)c2ccccc21	17.8	i	i	i	i	2.7	i	i	i	i	i

Assay outcomes (PubChem BioAssay)

The list is partial, so the mix of outcomes need not match the whole.
